Screening results: PubChem BioAssay, several laboratories
NALP1 inh – NALP1 inhibition | 280,000 compounds, 0.61% hits | AID 2071 | inhibition, % at 10 µM | S. cerevisiae NALP1/ASC/caspase-1 growth, X-gal OD620, 72 h; in the data active = inhibition mostly above about 24%, no sharp cut-off; inactive = mostly below about 32%; note: some compounds called inactive have numbers as strong as hits
GalR3 antag – human GalR3 antagonism; O60755; inhibition, % at 3 µM; 360,000 compounds, 0.44% hits; HEK293 GalR3-CNG cAMP membrane potential fluorescence; galR3 body fused to GalR1 C-terminus;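 active = inhibition above the screen-wide average plus 3 SD, cut at about 13% in these data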;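 note: forskolin and galanin both at EC90 stimulate the cells; cAMP rise reported by CNG channel membrane potential dye signal; 0% = forskolin plus galanin with DMSO and 100% = forskolin alone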
Target sequence (O60755 1-299 limits assumed): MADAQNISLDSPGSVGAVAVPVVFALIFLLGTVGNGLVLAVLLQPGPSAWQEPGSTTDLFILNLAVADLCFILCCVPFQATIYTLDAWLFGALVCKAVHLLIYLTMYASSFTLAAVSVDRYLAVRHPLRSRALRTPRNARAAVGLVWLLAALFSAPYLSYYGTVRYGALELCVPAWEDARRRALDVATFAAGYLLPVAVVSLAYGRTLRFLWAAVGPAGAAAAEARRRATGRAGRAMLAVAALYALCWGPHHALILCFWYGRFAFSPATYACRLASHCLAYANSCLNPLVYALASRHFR
MEKK2mut PB1 HTS – signal of MEK5 binding to mutant human MEKK2 PB1 domain; bead flow cytometry, Alexa488-MEK5 binding to MEKK2 mutant; percent response, % at 10 µM; 290,000 compounds, 0.35% hits; AID 1530; in the data active = percent response above about 24%, passing the limit was not always enough; note: inactives centre near 1; some results filed as inactive read as strong as hits
GPR7 antag – antagonists of human GPR7 (neuropeptides B/W receptor 1); P48145; GPR7-expressing cells, fluorescence antagonist assay; inhibition, % at 4.4 µM; 290,000 compounds, 1.1% hits; in the data active = inhibition above about 16%, passing the limit was not always enough;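 note: cells stimulated with the agonist NPW; 0% = agonist with vehicle and 100% = vehicle without agonist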
Target sequence (P48145 whole entry, looked up): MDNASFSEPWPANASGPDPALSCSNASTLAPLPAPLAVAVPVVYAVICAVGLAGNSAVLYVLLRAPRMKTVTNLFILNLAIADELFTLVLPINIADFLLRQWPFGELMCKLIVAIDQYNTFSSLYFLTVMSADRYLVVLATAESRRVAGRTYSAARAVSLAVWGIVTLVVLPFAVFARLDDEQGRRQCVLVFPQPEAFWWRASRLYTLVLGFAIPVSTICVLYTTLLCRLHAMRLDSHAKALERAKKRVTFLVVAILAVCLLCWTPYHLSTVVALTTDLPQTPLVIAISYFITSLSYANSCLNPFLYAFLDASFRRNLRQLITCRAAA
V1aR counter – activates human V1a receptor in oxytocin agonist counter-screen; 320,000 compounds, 0.25% hits; AID 2797; CHO-V1R cells, Fluo-8 calcium fluorescence, agonist mode; 0% DMSO, 100% 3 nM vasopressin; activation, % at 3 µM; P37288;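 active = activation above the mean activation of all tested compounds plus 3 SD, per screening run, cut at about 20% in these data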;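 note: signal is peak over basal fluorescence ratio across a 100 second FLIPR read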
Target sequence (P37288 whole entry, looked up): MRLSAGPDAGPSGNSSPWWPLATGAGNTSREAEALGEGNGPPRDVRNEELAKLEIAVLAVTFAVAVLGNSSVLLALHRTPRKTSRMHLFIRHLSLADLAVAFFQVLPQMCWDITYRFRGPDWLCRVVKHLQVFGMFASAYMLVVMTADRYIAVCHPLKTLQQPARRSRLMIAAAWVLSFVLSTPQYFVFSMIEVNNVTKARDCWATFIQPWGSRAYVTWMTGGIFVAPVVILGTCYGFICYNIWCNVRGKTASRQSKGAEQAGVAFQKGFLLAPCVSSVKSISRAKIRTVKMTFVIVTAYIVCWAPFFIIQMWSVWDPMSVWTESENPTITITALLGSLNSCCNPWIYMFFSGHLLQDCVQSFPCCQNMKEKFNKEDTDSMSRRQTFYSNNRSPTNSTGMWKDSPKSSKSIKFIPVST
MEKK2 WT-MEK5 – raises or lowers MEK5 binding to wildtype human MEKK2 PB1 domain; Q9Y2U5; bead flow cytometry, Alexa488-MEK5 binding to MEKK2 WT; actives lie on both sides; binding response (% of control), % at 10 µM; 290,000 compounds, 1.1% hits; AID 1531; in the data active = binding response below about 67% or above about 130%
OXTR potentiator – potentiators of human oxytocin receptor. CHO-OTR cells, Fluo-8 calcium fluorescence, potentiator mode; 0% = oxytocin EC15, 100% = EC100. activation, % at 3 µM. 320,000 compounds, 0.061% hits. AID 2445;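 active = activation above that plate's cutoff, the mean activation of tested compounds plus 3 SD, cut at about 6.6% in these data, passing the limit was not always enough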;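 note: 100% uses oxytocin at 75 nM as the full agonist control; some results filed as inactive read as strong as hits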
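Replication – single well per compound, singlicate · Assay system – CHO cell line stably expressing human OTR · Timing – 6 min pre-incubation, 100 s read · Measure – normalized max/min fluorescence ratio, % activation · Doses – 3.0 µM, one dose · Detection – Fluo-8 calcium dye fluorescence · Probe or stimulus – oxytocin near EC15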
PfM18AAP inh – blocks P. falciparum M18 aspartyl aminopeptidase; recombinant PfM18AAP, H-Glu-NHMec fluorogenic cleavage; inhibition, % at 7.35 µM; 290,000 compounds, 1.2% hits; AID 1822;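 active = inhibition above the campaign mean inhibition over all tested compounds plus 3 SD, cut at about 28% in these data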;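 note: 0% = plate median of test compound wells and 100% = 2 mM ZnCl2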
OXTR agonist – activates the human oxytocin receptor; P30559; CHO-OTR cells, Fluo-8 calcium fluorescence; normalized: DMSO 0%, oxytocin 100%; activation, % at 3 µM; 320,000 compounds, 0.32% hits; AID 2435;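 active = activation above the mean of all tested compounds plus 3 SD, cutoff set per screening run, cut at about 20% in these data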;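 note: peak over basal fluorescence ratio from a 100 s FLIPR kinetic read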
An asterisk follows results filed as active; . = no result given.

SMILES	NALP1 inh	GalR3 antag	MEKK2mut PB1 HTS	GPR7 antag	V1aR counter	MEKK2 WT-MEK5	OXTR potentiator	PfM18AAP inh	OXTR agonist
C=CCN(c1ccccc1Cl)S(=O)(=O)c1cccc(C(=O)NCCc2ccc(OC)cc2)c1	28.9	-0.9	1.0	-9.7	2.1	103.0	-12.5	-0.7	-0.9
COc1ccc(-c2cc(=O)oc3c(C)c(OC(C)C(C)=O)ccc23)cc1 (stereo not drawn)	7.0	-6.3	1.0	5.8	-1.3	99.0	-15.8	1.5	-1.4
CN(Cc1ccsc1)C(=O)CCc1nnc(Cc2c[nH]c3ccccc23)o1	-5.3	-0.7	-12.0	13.8	0.9	73.0	-1.1	8.9	2.4
CC(C)c1ccc(O)c(NC(=O)c2cccnc2)c1	4.7	-4.5	4.0	-1.6	0.3	94.0	-1.2	6.0	0.6
COCCn1cc(C(=O)c2cc(Br)ccc2O)cc(C#N)c1=O	5.7	-5.6	2.0	-18.2	8.7	102.0	-0.8	-10.8	0.5
CCCc1cc(NCCCN2CCOCC2)n2c(nc3ccccc32)c1C#N	1.2	-1.3	3.0	-2.9	0.9	105.0	-4.6	0.2	-0.2
CC(C)c1ccccc1OCC(=O)NN1C(=O)c2ccccc2C1=O	42.3*	-3.2	-1.0	1.2	2.3	108.0	-0.8	4.8	-1.0
CC(=O)Nc1ccc(NC(=O)C(Cc2ccccc2)NC(=O)C2CCC(C)CC2)cc1 (stereo not drawn)	28.1	11.9	-1.0	4.3	1.1	104.0	-4.8	-14.1	-0.9
N=c1c(C(=O)NCCN2CCOCC2)cc2c(=O)n3ccccc3nc2n1CCCN1CCOCC1	12.5	7.8	-10.0	8.7	-0.6	90.0	-7.6	13.2	0.1
Cc1cccc(CNS(=O)(=O)c2ccc(-c3cnc(C4CC4)o3)cc2)c1	-9.7	1.5	1.0	2.1	5.8	95.0	-13.8	-3.5	2.8
O=C(c1cnccn1)N1CCc2ccccc2C1	5.0	0.4	4.0	-6.8	0.0	103.0	-6.7	3.1	-0.2
O=[N+]([O-])c1ccc(/C=N/NS(=O)(=O)c2ccc(Cl)cc2)o1	56.1	-1.1	1.0	2.1	0.8	101.0	-1.7	10.4	0.8
COc1ccc(CC(=O)Nc2ccccc2C(=O)NCCc2ccccc2)cc1	18.7	-1.9	1.0	-0.1	3.1	103.0	-19.1	-5.1	-1.4
O=[N+]([O-])/C=C/c1ccc2c(ccn2Cc2ccccc2)c1	90.5	-12.0	8.0	50.9*	0.5	102.0	-18.6	8.5	-0.9
O=[N+]([O-])c1cc(S(=O)(=O)Nc2ccccc2)ccc1N1CCN(c2ccc(O)cc2)CC1	24.8	-2.7	1.0	5.9	4.9	100.0	-10.7	30.0*	7.4
CC(=O)C1=C(O)C(=O)N(Cc2ccccc2)C1c1ccc(N(C)C)cc1 (stereo not drawn)	7.4	-7.2	5.0	-17.2	0.1	106.0	8.6	15.2	1.3
O=C(Nc1ccc(S(=O)(=O)NC2=NCCCCC2)cc1)c1cccc(S(=O)(=O)N2CCOCC2)c1	.	-5.2	.	.	0.1	.	-4.2	.	0.4
CC(=O)c1cnc(-c2cccc(Cl)c2)s1	-4.2	4.4	-12.0	-3.6	-0.1	83.0	3.1	-2.1	-1.4
CCOc1ccc(NC(=O)CN(C)C(=O)c2c(-c3c(F)cccc3Cl)noc2C)cc1OCC	.	-2.0	.	.	0.2	.	-4.2	.	-1.2
CCC1=C(OC(=O)N(CC)CC)N2C(=O)OC(=NCC3CC3)[C@]2(Cc2ccccc2)[C@H]2C1=CC[C@H]1C(=O)N(CC(=O)OC)C(=O)[C@H]12	.	-5.4	-7.0	.	0.1	97.0	-2.2	.	-1.2
Cc1cccc([C@@H]2[C@@H]3C(=O)N(Cc4ccccc4)C(=O)[C@@H]3[C@]3(Cc4ccccc4)C(=O)N(c4ccc(C(F)(F)F)cc4)C(=O)N23)c1	.	-5.3	.	.	3.5	.	3.1	.	1.6
CCCNc1c(NS(=O)(=O)c2ccc3c(c2)CCCC3)c(=O)oc2ccccc12	13.5	.	0.0	-18.7	0.6	98.0	-4.5	5.4	-0.5
Cc1c(Cc2ccccc2)c(=O)oc2cc(OCc3nn[nH]n3)ccc12	20.6	4.1	-6.0	8.7	-0.1	98.0	-2.0	2.5	-0.4
COc1cccc(/C=C/C(=O)N(C)CC(=O)Nc2ccc(Cl)c(C(F)(F)F)c2)c1	.	-2.2	.	.	-1.1	.	-9.7	.	0.3
COc1ccccc1C(=O)NCCNc1nc2cc(C)cc(C)c2cc1C#N	5.0	-6.4	0.0	10.9	0.1	105.0	-3.6	2.4	-2.1
COc1ccccc1OCCNC(=O)C(CCSC)NC(=O)c1ccccc1Cl (stereo not drawn)	.	-1.9	.	.	-1.0	.	-5.5	.	-1.0
CCCC(=O)Nc1ccccc1-c1nnc(SCC)[nH]c1=O	.	-2.4	-2.0	-1.2	-0.1	104.0	-0.1	-11.6	0.6
CC(C)COc1ccc(C2NC(=O)NC2=O)cc1 (stereo not drawn)	14.6	-4.6	-2.0	-15.4	0.8	102.0	-0.1	-5.4	1.1
Cc1ccccc1C(=O)O/N=C(\N)c1ccncc1	20.0	-6.9	5.0	-3.6	-0.5	111.0	6.5	-8.8	-0.7
Cc1cc(N2CCN(c3ccccn3)CC2)n2c(nc3ccccc32)c1C#N	-9.1	-2.5	-1.0	-13.2	.	93.0	.	-1.4	.
CCOC(=O)c1cc(=O)n(-c2ccc(Cl)cc2C)[nH]1	27.7	-4.1	-1.0	-9.4	-0.4	99.0	-5.7	0.0	-0.6
O=C(NCc1ccc(Cl)cc1)C1CCN(C(=O)c2ccco2)CC1	10.8	2.0	0.0	-6.3	0.3	103.0	-3.7	2.6	1.7
COc1ccc(N(C(=O)c2cc3ccccc3oc2=O)C2C=CS(=O)(=O)C2)cc1 (stereo not drawn)	-0.7	-5.9	7.0	-18.5	0.1	105.0	-4.3	1.6	1.4
O=C(C1CCN(C2CC(=O)N(c3cccc(Cl)c3)C2=O)CC1)N1CCCCCC1 (stereo not drawn)	18.1	-6.6	-1.0	-7.2	-0.2	103.0	-2.5	-3.1	0.0
CNc1oc(-c2ccccc2F)nc1S(=O)(=O)c1ccc(C)cc1	2.1	-8.7	6.0	-3.5	-1.0	107.0	-9.6	0.1	-0.6
CC1CCN(C(=O)c2ccc(S(=O)(=O)Cc3cccc(F)c3)c([N+](=O)[O-])c2)CC1	8.1	-10.7	-2.0	-1.8	1.2	97.0	-1.3	5.1	0.2
O=C(Nc1cccc(/C=C/c2ccccn2)c1)c1ccc(-n2cncn2)c([N+](=O)[O-])c1	.	-4.8	.	.	8.0	.	-6.6	.	0.7
CN(C)S(=O)(=O)c1cccc(NC(=O)c2cc([N+](=O)[O-])ccc2N2CCCCC2)c1	.	-5.8	.	.	0.2	.	-1.5	.	-0.8
Cc1cccc(-c2nc3ccccc3c(=O)n2NC(=O)c2ccc([N+](=O)[O-])c(C)c2)c1	13.5	-5.4	1.0	-8.3	2.0	106.0	-9.7	-6.1	1.4
NS(=O)(=O)c1cccnc1Nc1c(Cl)cccc1Cl	8.4	4.1	-2.0	-22.1	0.2	101.0	-20.3	-1.0	2.3
Cc1c(C(=O)Nc2ccc(Cl)cc2)c2ccccn2c1C(=O)c1ccc(F)cc1	5.4	0.3	0.0	-3.9	0.6	106.0	-15.1	-4.3	-0.4
Cc1nn(-c2ccccc2)c(C)c1P(=O)(c1ccccc1)N(C)C (stereo not drawn)	-7.4	1.4	0.0	0.3	0.9	104.0	-9.0	-10.0	0.3
Cc1ccccc1CS(=O)(=O)Cc1ccc(C(=O)NCc2ccccn2)o1	-20.8	-3.5	1.0	-3.1	-0.1	104.0	3.7	5.7	0.7
O=C(OCn1nnc2ccccc2c1=O)c1cccs1	27.6	.	11.0	0.7	1.5	107.0	1.2	-1.0	0.3
O=C(COc1ccc(S(=O)(=O)NC2CCCCC2)cc1)NCc1cccnc1	19.9	-3.5	6.0	-9.6	-0.2	113.0	-0.7	5.1	-0.2
O=C(O)c1ccccc1Nc1ccnc(Cl)n1	.	-3.9	5.0	-6.9	0.0	108.0	-1.6	-0.5	0.0
Cc1nn(Cc2ccc(Br)cc2)c(C)c1NC(=O)c1nn(C)cc1Cl	18.3	-2.4	10.0	5.1	5.1	103.0	-6.2	0.6	5.9
O=C(c1ccc(N2CCCCC2)c([N+](=O)[O-])c1)N1CCN(S(=O)(=O)c2ccccc2)CC1	.	-4.1	.	.	2.2	.	-1.6	.	-0.1

Reprinted from the part before: three compounds, followed by the next part.
SMILES	NALP1 inh	GalR3 antag	MEKK2mut PB1 HTS	GPR7 antag	V1aR counter	MEKK2 WT-MEK5	OXTR potentiator	PfM18AAP inh	OXTR agonist
O=C(O)c1ccccc1Nc1ccnc(Cl)n1	.	-3.9	5.0	-6.9	0.0	108.0	-1.6	-0.5	0.0
Cc1nn(Cc2ccc(Br)cc2)c(C)c1NC(=O)c1nn(C)cc1Cl	18.3	-2.4	10.0	5.1	5.1	103.0	-6.2	0.6	5.9
O=C(c1ccc(N2CCCCC2)c([N+](=O)[O-])c1)N1CCN(S(=O)(=O)c2ccccc2)CC1	.	-4.1	.	.	2.2	.	-1.6	.	-0.1
CCOC(=O)N1N=C(C)CC1(O)c1ccccc1 (stereo not drawn)	13.6	-1.9	0.0	-7.6	0.2	95.0	2.8	-8.4	-0.6
COc1ccc(C(=O)NCc2nnc(SCC(=O)N3CCc4ccccc43)n2Cc2ccccc2)cc1	6.9	-5.3	-1.0	-5.9	-0.3	99.0	3.2	-0.2	-0.7
Cc1c(C(=O)N2CC[C@@H](N3CCC(O)CC3)[C@H](O)C2)[nH]c2ccc(Cl)cc12	11.0	0.6	13.0	-4.0	0.1	113.0	-4.8	-2.9	-0.1
N#C/C(=C\c1cccs1)C(=O)N1CCOCC1	3.3	-4.5	4.0	-12.4	1.5	107.0	-5.3	4.3	0.2
Cc1c(N2C(=O)CS/C2=N\N=C\c2ccc(Br)cc2)c(=O)n(-c2ccccc2)n1C	0.9	3.5	5.0	3.1	-1.0	107.0	-12.0	-7.9	-2.4
O=C(Nc1ccc(C(=O)N2CCCCC2)cc1)c1ccccc1Br	-4.3	-0.1	10.0	4.7	0.0	112.0	-3.0	-3.2	1.8
Cc1cc2cc(CN(Cc3ccco3)C(=S)NCC3CCCO3)c(=O)[nH]c2cc1C (stereo not drawn)	30.0	2.9	-2.0	1.8	1.7	98.0	-12.7	3.3	5.2
COC(=O)c1ccc(/C=N/NC(=O)CC(=O)NC(C)C)cc1	10.9	-1.4	-3.0	-9.3	-0.4	95.0	1.0	2.9	0.6
CCOC(=O)c1c(-n2c(C)cc(C=O)c2C)sc2c1CCCC2	4.1	-0.9	6.0	-12.5	-0.7	109.0	-1.0	1.3	-1.7
COc1ccc(-c2[nH]nc3oc(=O)cc(C)c23)cc1	9.8	0.2	3.0	0.2	-0.3	97.0	-14.1	-2.7	-1.2
